# Compound activity: PubChem, several laboratories
# Rv3671c inh = inhibits the M. tuberculosis serine protease Rv3671c; P9WHR9; inhibition, % at 5.96 µM; hit rate 0.048% among 320,000; AID 2606; in the data active = inhibition above about 38%;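 also: extracellular domain of Rv3671c used as enzyme; 0% = enzyme with DMSO and 100% = no enzyme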
# Target sequence (P9WHR9 whole entry, looked up, the tested form may be a part): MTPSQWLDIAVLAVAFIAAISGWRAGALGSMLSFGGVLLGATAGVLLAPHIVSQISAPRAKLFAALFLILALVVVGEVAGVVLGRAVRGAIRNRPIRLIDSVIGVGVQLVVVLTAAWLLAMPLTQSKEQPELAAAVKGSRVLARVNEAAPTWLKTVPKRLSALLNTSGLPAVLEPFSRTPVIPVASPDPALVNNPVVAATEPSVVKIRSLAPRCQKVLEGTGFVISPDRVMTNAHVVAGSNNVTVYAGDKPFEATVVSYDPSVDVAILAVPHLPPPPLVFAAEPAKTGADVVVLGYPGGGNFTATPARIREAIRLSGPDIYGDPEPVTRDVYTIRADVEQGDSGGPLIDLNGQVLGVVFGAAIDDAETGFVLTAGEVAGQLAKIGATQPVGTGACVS
# PrPC surface inh = cell surface PrPC inhibition, primary TR-FRET screen; P04156; TR-FRET read-out; inhibition, % at 13.8 µM; hit rate 0.43% among 370,000; AID 720596; in the data active = inhibition above about 24%; also: 0% = median of the test wells and 100% = reference compound wells
# CCHF vOTU inh = blocks the CCHF virus ovarian tumor domain protease; CCHFV vOTU protease, Pep-AMC fluorescence; inhibition, % at 11.5 µM; hit rate 0.55% among 370,000; in the data active = inhibition above about 30%; also: 0% = vehicle wells with enzyme and 100% = no enzyme wells
# DUSP3 inh = blocks human VHR1 dual specificity phosphatase. recombinant VHR phosphatase, pNPP absorbance. hit rate 0.52% among 290,000. inhibition, % at 13.3 µM. AID 1654; in the data active = inhibition above about 50%; also: some compounds called inactive have numbers as strong as hits
# Target sequence (P51452 whole entry, looked up): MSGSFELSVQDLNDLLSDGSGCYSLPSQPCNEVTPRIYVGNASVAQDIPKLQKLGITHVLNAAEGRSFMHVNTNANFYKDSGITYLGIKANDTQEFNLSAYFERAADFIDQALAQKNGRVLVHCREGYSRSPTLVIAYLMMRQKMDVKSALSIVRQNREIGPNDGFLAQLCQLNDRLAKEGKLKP
# SARS 3CLpro inh = SARS-CoV 3CLpro protease inhibition; P0C6X7; recombinant SARS-CoV 3CLpro, quenched FRET peptide cleavage; inhibition, % at 6 µM; hit rate 0.14% among 290,000; in the data active = inhibition above about 12%
# MazEF act = MazEF (E. coli) toxin RNase activation. P0AE70. FAM/BHQ RNA-DNA oligo cleavage fluorescence, 5 h. activation, % at 20 µM. hit rate 0.32% among 350,000. AID 504720; in the data active = activation above about 50%
# Target sequence (P0AE70 whole entry, looked up): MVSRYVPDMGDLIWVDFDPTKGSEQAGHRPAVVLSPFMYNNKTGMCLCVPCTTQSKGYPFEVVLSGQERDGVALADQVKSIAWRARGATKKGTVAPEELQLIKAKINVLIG
# TcdB GH inh = TcdB glycohydrolase inhibition | P18177 | TcdB glycohydrolase enzymatic assay, plate reader | inhibition, % at 9.99 µM | hit rate 0.24% among 350,000 | AID 652162; in the data active = inhibition above about 10%
# SSB-PriA inh = K. pneumoniae PriA-SSBct interaction inhibition. AlphaScreen SSBct-PriA binding, biotinylated peptide. inhibition, % at 33 µM. hit rate 0.6% among 430,000. AID 1272365; in the data active = inhibition mostly above about 37%, no sharp cut-off; inactive = mostly below about 20%;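 also: plate controls were negative control peptide for no effect and reference peptide for full effect; strong numbers were not always called active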
# Y pestis TopoI = blocks Yersinia pestis topoisomerase I activity. Y. pestis Topo-I cleavage product accumulation, plate reader. activity, % at 10 µM. hit rate 0.064% among 360,000; in the data active = activity above about 50%, passing the limit was not always enough; also: inactives centre near 2
# Vc quorum ag = quorum light induction in luxS cqsA deficient V. cholerae; V. cholerae BH1578 lux reporter, luminescence, 6 h; activation, % at 18.7 µM; hit rate 0.16% among 350,000; in the data active = activation mostly above about 9.7%, no sharp cut-off; also: not every result past the cut was called active; inactives centre near 0; reference of the scale not given here
# The depositor's hits bear a star; i = inactive; · = no result given. These rows are one share of the data; count on the stated rates, not on these rows.
Molecule	PrPC surface inh	Rv3671c inh	Vc quorum ag	DUSP3 inh	SARS 3CLpro inh	SSB-PriA inh	TcdB GH inh	Y pestis TopoI	MazEF act	CCHF vOTU inh
CC1CCCN(CCCNC(=O)c2cn(C)c3ccc(S(=O)(=O)N(C)C4CCCCC4)cc3c2=O)C1 (configuration not stated)	-6.2	-5.2	i	24.4	-4.6	-7.3	-1.0	13.5	19.9	6.6
CCCOC(=O)c1c(N)sc(C(=O)OCC)c1C	4.2	-4.2	3.3	4.4	-4.0	-14.3	·	2.0	-11.6	-6.3
CCOC(=O)CN1C(=O)N(CC(=O)OCC)C(c2ccccc2)(c2ccccc2)C1=O	6.8	2.9	-0.7	12.7	1.6	-2.3	0.5	5.7	4.8	11.8
COc1ccccc1NC(=S)NCc1ccc2c(c1)OCO2	-2.7	-7.6	i	1.7	4.6	-0.2	0.0	-1.2	4.9	-12.6
Cc1csc(NC(=O)Cc2ccc(Cl)cc2)n1	2.0	6.0	-0.5	·	·	-5.2	-0.2	4.5	8.7	2.0
CCOC(=O)N1CCN(C(=S)Nc2ccc(C)c(C)c2)CC1	7.2	-4.7	-0.2	7.6	0.4	12.5	·	3.5	-2.7	12.1
COc1cc(C)nc(OCCNS(=O)(=O)c2cc(C)ccc2C)n1	5.7	5.3	3.7	31.8	7.7	6.1	·	8.3	4.2	0.7
CCC(=O)Nc1ccc(C2C(=O)c3ccccc3C2=O)cc1	-7.0	-1.4	i	19.7	-1.1	0.4	-12.3	-0.2	-5.9	0.2
Cn1cc(/C=C(\NC(=O)c2ccccc2)C(=O)NCCN2CCOCC2)c2ccccc21	-4.7	-5.0	-0.3	24.4	0.8	0.9	0.1	-0.9	-2.4	18.7
COc1cccc(OC)c1C(=O)OCC(=O)N1CCC(Cc2ccccc2)CC1	-2.3	4.7	-0.8	·	·	-6.3	1.2	-3.9	-1.4	20.4
O=C(Nc1cccs1)Nc1nnc([C@@H]2C[C@H](O)[C@@H](CO)O2)s1	8.9	·	i	·	·	·	-1.0	1.3	·	3.4
O=C(NCCCN1CCOCC1)C1(c2ccccc2)CCCC1	-2.3	6.8	0.5	-19.2	-1.6	-10.8	·	4.2	4.6	-11.0
CN(C1=NS(=O)(=O)c2ccccc21)c1ccc(OC(=O)c2ccccc2)cc1	-3.5	-6.6	-0.2	7.4	5.5	-26.6	-0.2	2.5	-40.6	-16.1
CC(C)c1cc(C(C)C)c(S(=O)(=O)NNC(=O)c2ccncc2)c(C(C)C)c1	3.2	10.3	0.4	20.9	4.5	0.8	·	9.8	-1.6	4.3
CC1CC(=O)Nc2ccccc2N1C(=O)Nc1ccc(F)cc1 (configuration not stated)	-0.6	1.0	i	-25.5	-8.1	-0.5	1.3	-7.4	8.3	0.4
Cc1c(Cl)cccc1NC(=O)COC(=O)c1c2c(nc3ccccc13)CCN(Cc1ccccc1)C2	-6.2	-16.9	-0.4	8.5	1.5	18.6	0.7	26.8	-2.6	-4.8
CCN(CC)CCn1c2c(c(SCC(=O)NCc3ccccc3)nc1=O)CCCC2	-5.8	0.9	i	·	·	-9.4	1.9	-4.4	8.1	11.1
O=C(CN1CCN(C(=O)c2ccccc2)CC1)Nc1ccc(Br)cn1	-6.9	-2.7	i	12.9	-5.1	-10.8	·	4.0	10.2	-1.1
NS(=O)(=O)c1ccc(NC(=O)COC(=O)CCC2CCCC2)cc1	-3.8	3.4	-0.2	8.2	0.3	-2.6	-1.3	-1.9	-11.9	-10.8
O=C(c1cc2cc(Cl)ccc2[nH]1)N1CCN(c2ccccc2F)CC1	-3.5	0.7	0.8	23.3	5.6	0.8	-0.1	24.4	15.4	4.1
CC(=O)N(C)c1ccc(NS(=O)(=O)c2cccc3nsnc23)cc1	-16.0	-6.0	-0.8	8.5	-1.2	2.6	0.9	-0.4	-3.5	-9.2
Cc1ccc(C)n1-c1cccc(S(=O)(=O)N2CCOCC2)c1	9.4	-9.5	0.3	16.5	5.5	-6.9	1.3	19.1	-6.8	-5.7
O=C(NCc1ccco1)c1ccc(COc2cccc3ccccc23)cc1	-1.0	-24.0	-0.4	9.0	1.2	-12.4	1.2	28.9	-2.0	4.7
CCCc1cc(=O)oc2cc(OC3CCCCC3=O)ccc12 (configuration not stated)	-2.4	·	-1.0	8.6	-2.8	-13.4	4.4	-1.7	1.9	-22.6
COc1ccc2oc(C(=O)OCC(=O)NCc3ccccc3OC)c(C)c2c1	0.6	-11.5	i	·	·	-7.8	1.0	-4.5	-24.4	16.5
COc1cccc(CC(NC(C)=O)C(=O)NC2CCN(C(=O)c3ccc(Cl)cc3)CC2)c1OC (configuration not stated)	-1.9	-8.5	i	12.2	3.6	-2.9	0.1	8.5	12.9	2.0
CN(c1ccccc1)S(=O)(=O)c1ccc(Cl)c(C(=O)Nc2ccccc2N2CCOCC2)c1	-0.2	·	i	·	·	-10.2	1.3	19.8	1.9	23.2
Cc1cc(-c2nnc(SCc3ccccn3)o2)no1	8.4	-3.8	i	14.0	-3.7	-12.2	·	0.7	-1.9	10.1
O=c1cc(N2CCc3ccccc32)[nH]c(=O)n1-c1ccc(Br)cc1	-3.2	-8.4	-0.3	-18.9	-2.9	-13.6	0.0	-0.8	4.2	-8.9
CCC(CO)n1c(SCc2cc([N+](=O)[O-])cc3c2OCOC3)nc2ccccc2c1=O (configuration not stated)	1.2	-8.0	2.2	-3.6	-6.0	-1.9	·	-3.2	-3.4	0.0

# Record cards (already shown). Screens in order: PrPC surface inh	Rv3671c inh	Vc quorum ag	DUSP3 inh	SARS 3CLpro inh	SSB-PriA inh	TcdB GH inh	Y pestis TopoI	MazEF act	CCHF vOTU inh
# CCOC(=O)N1CCN(C(=S)Nc2ccc(C)c(C)c2)CC1 in the list: 7.2	-4.7	-0.2	7.6	0.4	12.5	·	3.5	-2.7	12.1
# CC1CC(=O)Nc2ccccc2N1C(=O)Nc1ccc(F)cc1 (configuration not stated) in the list: -0.6	1.0	i	-25.5	-8.1	-0.5	1.3	-7.4	8.3	0.4

# New compounds follow
Molecule	PrPC surface inh	Rv3671c inh	Vc quorum ag	DUSP3 inh	SARS 3CLpro inh	SSB-PriA inh	TcdB GH inh	Y pestis TopoI	MazEF act	CCHF vOTU inh
O=C(c1ccc(Cl)c(S(=O)(=O)N2CCCCCC2)c1)N1CCOCC1	-0.9	4.7	i	21.6	-1.9	-23.9	0.1	-2.8	1.1	-8.4
Cc1cc(C(F)(F)F)nc(SCC(=O)NC2CCCCC2)n1	-0.7	5.8	-0.2	-8.1	-1.8	-4.6	-0.6	2.5	-10.4	2.3
Cc1ccnc2nc(C(=O)OCC(=O)c3ccccc3)nn12	-6.3	4.3	-0.4	·	·	-2.8	1.1	-3.2	-3.1	-1.0
COc1ccc(/C=N/NC(=O)c2ccoc2C)cc1COc1c(C)cccc1C	-13.6	-20.2	-1.9	30.4	3.2	·	·	32.6	1.4	10.8
O=C(Nc1ccccc1)/C(=C/c1ccc2c(c1)OCO2)NC(=O)c1ccco1	-4.7	4.3	-0.3	-4.7	-8.3	-10.7	·	-6.0	10.1	-5.2
COc1cccc(CN(C)CCCn2cnc3c(SC)ncnc32)c1	-5.0	·	-1.1	·	·	·	0.6	4.4	5.0	0.0
Clc1c(OCCCn2ccnc2)ccc2ccccc12	5.8	-0.8	0.0	0.7	-2.4	16.2	1.8	34.6	1.1	2.9
CC(C)CCNC(=O)CO/N=C/c1ccccc1OC(F)F	5.2	0.6	-0.6	27.0	3.0	·	·	6.2	6.8	10.9
CCN1CCN(C(=O)c2cc3sccc3n2CC(=O)c2ccccc2)CC1	-2.6	-5.9	i	-3.8	0.7	-13.2	·	-3.4	-3.8	1.0
CCOC(=O)N(O)c1ccc(C=Cc2ccccc2)cc1	12.3	·	-1.0	·	·	-2.4	2.5	5.8	8.0	4.3
CCN(CC)c1ccc([N+](=O)[O-])cc1/C=N/NC(=O)CC#N	-8.0	-10.8	-0.2	8.2	5.3	·	1.4	-2.1	2.5	7.2
CCCc1nn2c(=O)cc(CSCC(=O)Nc3ccc(OC)cc3)nc2s1	3.5	-9.4	-0.4	3.9	4.6	-9.5	1.3	1.9	7.3	-11.5
COc1cc(C(=O)NCc2nc(C)cs2)ccc1OC1CCN(C(C)=O)CC1	-0.5	4.9	i	30.2	-3.9	-15.4	0.7	6.1	3.5	14.4
Cc1nn(C)cc1/C=N/NC(=S)Nc1ccc(Cl)cc1Cl	6.1	-45.0	-3.8	40.0	-1.0	·	·	-8.0	-14.2	-1.2
Cc1onc(-c2ccccc2Cl)c1C(=O)N1CCCCC1C(=O)O (configuration not stated)	-2.9	0.9	-0.2	-7.8	-8.0	2.8	0.5	-5.3	1.5	2.1
Cc1ccc2c(C(=O)CN3CCSCC3)c(C)[nH]c2c1	-2.2	-1.1	-0.3	-5.8	-0.5	-5.1	·	5.4	9.2	0.6
O=[N+]([O-])c1ccccc1/C=C/C=N/Nc1ccc(S(=O)(=O)Nc2ccc(Cl)cc2)cc1[N+](=O)[O-]	-0.7	-0.3	i	13.6	0.7	·	1.6	-7.1	-4.3	-14.6
O=C(Nc1cc(S(=O)(=O)N2CCOCC2)ccc1N1CCCC1)c1ccc2c(c1)S(=O)(=O)c1ccccc1C2=O	-12.6	4.7	-1.4	17.5	-2.8	5.9	1.2	7.1	8.0	12.0
Nc1ccccc1C(=O)Nc1nccs1	-1.2	-3.0	i	-3.6	3.9	-12.1	1.4	-3.3	-2.3	-96.0
COc1ccccc1-n1ccnc(SCC(=O)NCc2ccccc2Cl)c1=O	-18.1	0.3	i	·	·	-9.1	0.0	19.2	-3.4	-6.9
O=C(NCc1cccc(C(F)(F)F)c1)c1cccc(Cl)c1Cl	1.0	0.2	-0.3	-9.9	5.7	-13.2	0.6	6.7	-10.8	6.3
O=[N+]([O-])c1ccc(-c2cnc(SC(c3ccccc3)c3ccccc3)[nH]2)cc1	1.8	-55.9	-3.3	14.7	5.8	31.7	-0.9	-8.5	28.8	-1.9
COc1ccc(CCNC(=O)CN(C)S(=O)(=O)c2cccs2)cc1	6.3	-4.6	i	·	·	2.5	1.7	4.1	8.6	6.2
CCCCCCCNC(=O)C1(CC2CC(c3cccc(Br)c3)=NO2)CCNCC1 (configuration not stated)	-16.9	4.0	-5.4	1.1	5.9	-0.5	2.0	4.7	-24.1	12.8
COCc1c(C(=O)N2CCN(S(=O)(=O)c3ccccc3Cl)CC2)oc2ccccc12	-4.8	-1.7	i	·	·	2.1	0.0	32.6	0.8	-1.0
CCN(CC)C(=O)CSc1nnc(SC(C)C(=O)NC2CC2)s1 (configuration not stated)	-2.9	-1.6	i	·	·	-7.0	-0.3	6.4	4.0	-25.3
Cc1ccc(-c2ccc(=O)n(CC(=O)NCCCN3CCCCC3)n2)cc1	-15.7	-7.7	i	-4.6	-0.4	12.0	0.5	4.1	3.9	-15.0
CCOC(=O)c1sc(NC(=O)c2ccc(S(=O)(=O)N3CCOCC3)cc2)nc1-c1ccccc1	-7.6	-16.6	-2.7	17.6	2.7	-13.2	-0.1	-2.2	-1.4	11.9
CCCn1c2ccc(F)cc2c2nnc(SCCN3CCCCC3)nc21	-12.3	-2.2	i	5.8	1.6	12.7	0.4	12.5	15.2	4.6
CCCCN(C(=O)NC(=O)Nc1cccc(C)c1C)S(C)(=O)=O	5.0	2.1	5.9	-1.0	9.3	-16.9	0.0	-0.3	-3.6	-4.5
CCCC(=O)Nc1cccc2c1CCCC2	5.1	1.9	-0.1	-14.6	4.0	-4.0	·	-2.3	0.3	8.1
COCCNC(=O)/C=C/c1c(Cl)cccc1Cl	1.2	1.0	-0.3	-1.8	0.6	-10.7	0.4	-4.0	-1.5	-0.5
CCN(CC)c1ccc(N=Cc2c(O)n(-c3ccc(OC)cc3)c(=O)[nH]c2=O)cc1	9.5	-23.9	i	12.5	5.7	4.4	·	-3.0	-9.4	15.9
